# Assay outcomes (PubChem BioAssay)
# PME-1 primary: PME-1 inhibitors via competitive probe labeling, primary screen, biochemical, fluorescence polarization, FP-Rh probe, HTS; recombinant PME-1; AID 2130, 2009; inhibition, % at 5.9 µM; actives 0.53% (n = 320,000); Protein phosphatase methylesterase 1 (Homo sapiens), Q9Y570;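 active = inhibition above the campaign mean of all compounds plus 3 SD, cut at about 26% in these data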;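 note: competitive labeling of PME-1 active site by serine hydrolase directed probe; 0% = PME-1 with DMSO and 100% = wells lacking PME-1 enzyme; inhibitors block probe labeling so polarization falls and inhibition rises; many of its hits are not listed in these tables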
# PREPL inh: PREPL enzyme inhibitors, primary screen, biochemical, fluorescence polarization; Prolyl endopeptidase-like (Homo sapiens), Q4J6C6; inhibition, % at 5.96 µM; actives 0.68% (n = 320,000); recombinant PREPL, fluorescence polarization activity-based probe; in the data active = inhibition above about 43%;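 note: 0% = enzyme with DMSO and 100% = wells lacking enzyme; many of its hits are not listed in these tables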
# PAD4 inh: human PAD4 inhibitors, primary screen, biochemical, fluorescence polarization, 1536-well format; Protein-arginine deiminase type-4 (Homo sapiens), Q9UM07; recombinant PAD4, RCA probe fluorescence polarization; inhibition, % at 6.36 µM; actives 0.41% (n = 330,000);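 active = percent inhibition above a cutoff equal to the mean of all tested compounds plus 3 SD, cut at about 15% in these data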;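 note: 0% = PAD4 with RCA probe and DMSO and 100% = probe without PAD4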
# Target sequence (Q9UM07 whole entry, looked up): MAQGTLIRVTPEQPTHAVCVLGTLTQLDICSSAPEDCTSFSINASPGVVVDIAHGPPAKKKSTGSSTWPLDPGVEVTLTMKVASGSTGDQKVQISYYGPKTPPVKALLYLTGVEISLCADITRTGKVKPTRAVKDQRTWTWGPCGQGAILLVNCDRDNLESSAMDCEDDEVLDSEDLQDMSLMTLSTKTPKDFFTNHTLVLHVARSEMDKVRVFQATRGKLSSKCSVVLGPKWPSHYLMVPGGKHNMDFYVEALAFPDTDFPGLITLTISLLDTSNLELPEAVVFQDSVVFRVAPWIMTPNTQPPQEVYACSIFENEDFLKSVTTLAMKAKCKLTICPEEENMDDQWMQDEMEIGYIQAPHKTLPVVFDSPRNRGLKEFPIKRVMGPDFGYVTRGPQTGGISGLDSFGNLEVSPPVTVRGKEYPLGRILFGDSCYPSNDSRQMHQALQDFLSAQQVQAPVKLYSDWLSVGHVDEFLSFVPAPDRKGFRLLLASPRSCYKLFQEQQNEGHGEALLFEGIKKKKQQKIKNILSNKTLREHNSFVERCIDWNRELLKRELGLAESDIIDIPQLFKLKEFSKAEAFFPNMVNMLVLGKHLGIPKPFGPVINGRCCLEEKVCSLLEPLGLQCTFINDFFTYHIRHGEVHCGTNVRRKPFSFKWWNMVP
# LYPLA2 inh: LYPLA2 inhibitors, primary screen, counter-screen for PME1 inhibitor project, biochemical, fluorescence polarization, FP-Rh probe ABPP; Acyl-protein thioesterase 2 (Homo sapiens), O95372; recombinant LYPLA2; inhibition, % at 5.9 µM; actives 0.38% (n = 320,000); AID 2177, 2009;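 active = inhibition above the screen-wide mean plus 3 SD, limit set per campaign, cut at about 26% in these data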;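 note: 0% = LYPLA2 with DMSO and 100% = wells lacking LYPLA2 enzyme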
# PAFAH1B2 FP inh: PAFAH1B2 enzyme inhibitors, primary screen, biochemical, fluorescence polarization, human. Platelet-activating factor acetylhydrolase IB subunit alpha2 (Homo sapiens), P68402. recombinant PAFAH1B2, FP-rhodamine activity probe. inhibition, % at 3.39 µM. actives 1.2% (n = 340,000). AID 492953, 2010;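 active = inhibition above the mean of all tested compounds plus 3 SD, cut at about 24% in these data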;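 note: 0% = enzyme with DMSO and 100% = wells lacking PAFAH1B2; many of its hits are not listed in these tables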
# PAFAH1B3 inh: PAFAH1B3 enzyme inhibitors, primary screen, biochemical, fluorescence polarization, human; Platelet-activating factor acetylhydrolase IB subunit alpha1 (Homo sapiens), Q15102; recombinant PAFAH1B3, FP-rhodamine probe; actives 0.28% (n = 340,000); inhibition, % at 3.39 µM;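 active = inhibition above the screen-wide average of all tested compounds plus 3 SD, cut at about 25% in these data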;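 note: 0% = enzyme with DMSO only and 100% = wells lacking PAFAH1B3 protein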
# Target sequence (Q15102 whole entry, looked up): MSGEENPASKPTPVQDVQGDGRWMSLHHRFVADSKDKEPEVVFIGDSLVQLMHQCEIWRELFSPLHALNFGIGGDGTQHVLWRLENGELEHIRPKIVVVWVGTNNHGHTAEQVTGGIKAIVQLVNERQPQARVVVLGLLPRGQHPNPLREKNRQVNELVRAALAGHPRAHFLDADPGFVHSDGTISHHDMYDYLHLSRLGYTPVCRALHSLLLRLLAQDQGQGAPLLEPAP
# GSTO1 counter: inhibitors of recombinant GSTO1, primary screen, counter-screen for RBBP9 inhibitor project, biochemical, fluorescence polarization | Glutathione S-transferase omega-1 (Homo sapiens), P78417 | activity-based probe fluorescence polarization | inhibition, % at 5.96 µM | actives 1.1% (n = 300,000);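 active = inhibition above the campaign mean inhibition plus 3 SD, cut at about 35% in these data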;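 note: 0% = GSTO1-1 with DMSO and 100% = wells lacking GSTO1-1 enzyme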
# LYPLA1 counter: LYPLA1 inhibitors, primary screen, counter-screen for PME1 inhibitor project, biochemical, fluorescence polarization, FP-Rh probe ABPP; inhibition, % at 5.9 µM; AID 2174, 2009; actives 0.16% (n = 320,000); Acyl-protein thioesterase 1 (Homo sapiens), O75608; recombinant LYPLA1;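 active = inhibition above the mean of all tested compounds plus 3 SD, set per campaign, cut at about 14% in these data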;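 note: inhibitors block serine hydrolase probe labeling of LYPLA1 so polarization falls; 0% = enzyme with DMSO and 100% = wells lacking LYPLA1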
# pPAFAH FP inh: pPAFAH enzyme inhibitors, primary screen, biochemical, fluorescence polarization, human; recombinant pPAFAH, FP-rhodamine probe fluorescence polarization; AID 463082, 2010; Platelet-activating factor acetylhydrolase (Homo sapiens), Q13093; inhibition, % at 3.39 µM; actives 1.5% (n = 330,000);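 active = inhibition above the mean inhibition across the screen plus 3 SD, cut at about 25% in these data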;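 note: inhibitors block binding of the rhodamine activity-based probe so polarization drops; 0% = enzyme with DMSO and 100% = wells lacking pPAFAH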
# Starred values were filed as active, the others as inactive; . = not tested or not shown. A portion of the library; the hit share may differ from the screen's.
SMILES	PME-1 primary	LYPLA1 counter	PAFAH1B3 inh	LYPLA2 inh	PREPL inh	pPAFAH FP inh	GSTO1 counter	PAFAH1B2 FP inh	PAD4 inh
NNC(=O)c1cc(O)c(O)c(O)c1	-12	-11	10	-8	7	30*	52*	7	0
CCc1c(C)sc(NC(=O)c2noc(C)c2[N+](=O)[O-])c1C#N	1	-2	2	-1	-6	8	13	5	-2
Cc1ccc(S(=O)(=O)N2CCC(C(=O)OCC(=O)N3CCCCC3C)CC2)cc1C (configuration not stated)	5	-1	2	0	18	4	11	6	6
O=C(C[C@H]1C/C=C\C[C@@H](Cc2ccc(F)cc2)C(=O)OC[C@@H]2CCCN2C1=O)NCCO	.	.	-4	.	27	-2	.	14	0
CCn1c(C(=O)O)c(CC(=O)Nc2cccc(C(F)(F)F)c2)c2ccccc21	6	-1	7	9	0	14	-3	7	0
Cc1ccc(C(=O)NNC(=O)Cc2csc(-c3csc(C)n3)n2)cc1	5	-1	5	-5	5	0	5	3	1
CCOC(=O)C1(CC2CC2)CCN(Cc2cnc(-c3ccccc3C)nc2)CC1	0	8	6	-6	4	4	9	10	3
Cc1ccc(F)cc1CNC(=O)C1CCC(=O)N(CC2CCCCC2)C1 (configuration not stated)	0	2	11	5	2	0	2	-3	-6
Cc1cnc(NC(=O)c2cc3ccccc3o2)s1	-4	0	4	-4	-7	3	-1	5	-2
CC(CC(=O)N1CCN(c2cccc(Cl)c2)CC1)S(=O)(=O)c1ccc2c(c1)NC(=O)CO2 (configuration not stated)	-2	1	10	15	-18	15	2	2	3
COc1ccc(Cl)cc1NC(=O)COC(=O)/C=C/c1c(C)nn(C2CCS(=O)(=O)C2)c1Cl (configuration not stated)	-4	2	-3	-5	11	14	-8	1	0
COc1cc(/C=C(\C#N)c2[nH]nc(N)c2C#N)cc(OC)c1O	6	0	4	1	16	17	20	1	-3
Cn1nc(C(C)(C)C)cc1C(=O)NCc1ccc(N2CCCC2=O)cc1	-1	-1	1	-2	8	-2	-2	5	5
C/C(=N/NC(=O)c1cccc(Br)c1)C1CC2CCC1C2 (configuration not stated)	-8	0	-5	-2	5	6	0	-8	-7
COc1ccc2nc(SCC(=O)N3CCCCC3)c(C#N)cc2c1	1	-1	11	0	1	6	3	5	0
COC(=O)[C@@]12CCCCN1[C@H](c1ccc(-c3ccc(Cl)c(Cl)c3)c(OC)c1)[C@H]1C(=O)N(C)C(=O)[C@H]12	.	.	0	.	17	5	.	3	-2
CCN(Cc1cc(=O)n2ccsc2n1)Cc1nc2cc(OC)c(OC)cc2c(=O)[nH]1	-6	-2	7	-2	21	1	5	0	-3
C#CCn1c(S(=O)(=O)Cc2ccc(C)cc2)nc(-c2ccccc2)c1-c1ccccc1	-3	-1	-2	1	-2	-2	2	8	-3
Cc1ccc(-n2c(SCC(=O)Nc3ccc4c5c(cccc35)CC4)nc(O)c(C)c2=O)cc1	3	-1	3	1	2	6	7	0	3
Cc1nnc(SC(C)C(=O)Nc2ccc(S(=O)(=O)N3CCCCC3)cc2)s1 (configuration not stated)	2	1	0	-4	3	5	-5	0	0
O=C(Nc1ccccc1)N1CCN(c2cccc(C(F)(F)F)c2)CC1	-1	1	1	9	-1	7	-3	0	-3
COc1cccc(C(=O)N/N=C/c2ccc(OC)c(COc3ccccc3C(N)=O)c2)c1	-11	-14	2	-8	-20	-1	-10	-4	0
O=C(CCNc1ccccc1)c1ccc2c(c1)OCO2	1	0	1	6	8	10	-1	4	-6
CC1(C(=O)OCC(=O)N2c3ccccc3Sc3ccccc32)CC1(Cl)Cl (configuration not stated)	4	-5	2	-3	4	6	-10	-2	-5
COc1nc(N/N=C/c2cc3c(cc2Br)OCO3)nc(N2CCOCC2)n1	-2	-6	15	-3	7	3	-10	4	1

# Further results follow:
SMILES	PME-1 primary	LYPLA1 counter	PAFAH1B3 inh	LYPLA2 inh	PREPL inh	pPAFAH FP inh	GSTO1 counter	PAFAH1B2 FP inh	PAD4 inh
COCc1nnc(NC(=O)c2ccc(S(=O)(=O)N3CCCC3)cc2)o1	2	2	10	7	11	2	16	9	0
CCn1nc(C)c([N+](=O)[O-])c1C(=O)NNC(=O)c1ccccc1Cl	0	-1	3	-1	11	0	7	7	-2
O=C(c1ccco1)N(Cc1cccc(F)c1)C1CCS(=O)(=O)C1 (configuration not stated)	-7	2	7	-1	-4	0	1	-3	7
CC(C)(C)NC(=O)C(c1cccs1)N(CC1CCCO1)C(=O)Cn1nnc(-c2cccs2)n1 (configuration not stated)	-2	2	-3	1	-1	4	8	-4	4
CCOC(=O)N1CCN(Cc2ccccc2F)CC1	1	0	4	4	11	2	-4	0	-5
O=C(O)COc1ccc2c(-c3ccccc3)cc(=O)oc2c1	-4	1	-2	1	3	4	7	3	2
O=[N+]([O-])c1cccc(-c2nnc3ccc4ccccc4n23)c1	0	-5	5	-1	3	4	-1	2	1
CCN1Cc2c(/C=C/c3ccccc3)nc3ccc(OC)cc3c2N(c2cccc(Cl)c2)C1	-21	-30	-21	-37	10	-6	-17	-13	-3
O=C(Nc1cccnc1)c1ccc(COCC(F)(F)F)cc1	2	0	5	-1	2	-3	-1	5	-1
CC(=O)N(C)c1ccc(NC(=O)c2ccco2)cc1	3	0	-8	0	-1	2	0	-6	0
O=C(Oc1cc(=O)oc2ccccc12)c1cccnc1Cl	4	0	-1	1	-2	3	-4	-2	-4
CC(C)n1c(=O)[nH][nH]c1=S	3	0	.	-5	-2	6	2	.	1
O=C(c1ccc(N2CCN(CCO)CC2)nc1)N1CCOCC1	3	2	4	8	-5	0	-2	2	2
Cc1ccc(S(=O)(=O)CCC(=O)OCC(=O)Nc2cc(S(=O)(=O)N3CCOCC3)ccc2C)cc1	1	-1	6	1	20	11	15	2	-3
O=C(NCc1ccco1)C(C(=O)c1ccccc1)n1ccccc1=O (configuration not stated)	1	1	-1	4	6	0	0	2	1
CCCCc1nc2sc3c(=O)[nH]cnc3c2c2c1CCCC2	2	-5	10	-5	-4	2	4	4	-4
COc1ccc(C(NC(=O)/C=C/c2ccco2)c2ccc(OC)c(OC)c2)cc1OC	-1	-2	5	0	6	-5	4	-1	-3
CC(C)C1CC(c2csc(N)n2)CCO1 (configuration not stated)	2	6	5	19	6	-3	-3	3	1
Cc1cccc(NC(=S)N2CCC(O)CC2)c1C	-1	6	10	2	3	-2	-4	3	-1
N#CCSc1nnc(-c2ccccc2O)n1CCc1ccccc1	3	2	7	1	-6	8	4	6	-1
Cc1ccccc1NC(=O)CCN1CCc2ccccc2C1	-3	2	4	-2	8	-3	-1	0	-6
COc1ccc(NC(=O)c2ccc(Cl)nc2)cc1S(=O)(=O)N1CCOCC1	1	1	6	-3	10	-2	.	4	4
COc1ccccc1/C=C/C(=O)c1cc(Br)ccc1OC(=O)c1ccco1	-7	-8	-4	-11	20	5	7	3	-4
COc1ccc([C@H]2CC(=O)C=C(c3cccc4c3Oc3ccccc3S4)C2)cc1	-6	-4	8	-4	-1	6	.	3	-3
COc1cc([N+](=O)[O-])ccc1NC(=O)/C=C/C(=O)O	1	1	1	2	2	3	1	1	-1

# Following part
SMILES	PME-1 primary	LYPLA1 counter	PAFAH1B3 inh	LYPLA2 inh	PREPL inh	pPAFAH FP inh	GSTO1 counter	PAFAH1B2 FP inh	PAD4 inh
C=CCCC(=O)Nc1nc(C)c(-c2csc(Nc3ccc(Cl)cc3Cl)n2)s1	18	-15	-2	-8	26	16	-6	12	1
COc1cccc(OCc2cc(C(=O)N(C)Cc3nc4ccccc4[nH]3)no2)c1	-1	1	-2	8	3	5	-1	-1	0
Cc1cc(C)cc(NC(=O)Cn2nnc3ccccc3c2=O)c1	-7	-2	11	14	-5	4	0	1	-1
C/C(=N\NC(=O)c1ccc(Cl)cc1)c1cccnc1	0	3	5	-1	5	2	5	4	-1
CCOC(=O)C1CCCN(Cc2cc(=O)oc3cc(C)ccc23)C1 (configuration not stated)	2	-5	4	0	9	-3	3	4	-5
Cc1cc(C(=O)NCc2cccnc2)n(-c2ccccc2)n1	0	1	6	1	9	3	24	0	2
CN(C)/C=C/C(=O)c1ccc(Br)s1	-3	-2	-1	2	-11	0	-4	-1	1
Cc1ccccc1C(=O)N1CCN(CCNC(=O)C(=O)Nc2ccc(Br)cc2)CC1	5	-1	10	-6	29	1	-1	2	-6
Cc1ccc(NC(=O)c2ccc3c(c2)C(=O)N(CC2CCCO2)C3=O)cc1C (configuration not stated)	-6	-2	3	-3	13	4	0	5	1
CSc1sc(C(=O)NCC2CC2)c2c1S(=O)(=O)N(C)c1ccccc1-2	8	8	7	-4	0	1	-4	2	3
C=CCc1cccc(/C=N/NC(=O)C(C)Nc2ccc(C)cc2)c1O (configuration not stated)	11	-3	-4	1	4	6	-3	-1	4
Cc1nn(CC(=O)NCCc2ccccc2)c(=O)c2cc3occc3n12	-5	5	5	2	-8	-2	0	3	-3
COc1ccc(CCNC(=O)CCC(=O)Nc2nnc(C(C)C)s2)cc1OC	0	1	-2	2	4	1	3	0	-3
CC(C)NC(=O)CN1CCC(O)(c2ccccc2)CC1	2	1	-1	4	-9	3	-4	-3	1
O=CN1CCN(C(=O)CN2C(=O)c3ccccc3C2=O)CC1	-8	-1	8	-5	0	3	0	8	1
N=c1ccn(Cc2ccccc2Cl)cc1	-1	0	-5	0	7	1	2	4	-1
CCOc1ccc(CNC(=O)CCCn2nc(CC)n3c(cc4occc43)c2=O)cc1	13	2	10	-3	1	5	5	2	1
O=C(CSc1nnc2c(n1)[nH]c1ccc(F)cc12)NC1CC1	0	-1	8	1	-5	2	6	-1	-2
COc1ccc(C(=S)Nc2ccc(N(C)C)cc2)cc1	-2	3	-2	0	16	1	5	5	-2
CN1CCN(c2cc3c(cc2F)c(=O)c(C(=O)O)cn3CCF)CC1	-9	0	2	-3	3	3	-1	7	1
CCOc1cc(/C=N/O)ccc1OCc1ccc(C)cc1	8	1	8	5	20	5	4	5	0
CCc1cccc(N(C(=O)c2csnn2)C(C(=O)NC(C)(C)C)c2ccncc2)c1 (configuration not stated)	-5	-2	3	-2	5	-1	3	0	-5
CN(C)c1oc(-c2ccco2)nc1C#N	-3	-1	7	-2	2	-1	3	1	3
CC(=O)c1ccc(NC(=O)CSc2ccc(-c3ccc4c(c3)OCO4)nn2)cc1	3	-1	1	-5	-6	1	-5	4	-1
